BAZ2B inh = qHTS Assay for Inhibitors of BAZ2B; Bromodomain adjacent to zinc finger domain protein 2B (Homo sapiens), Q9UIF8; AlphaScreen BAZ2B-H3K14Ac peptide displacement; Potency, µM (highest dose often 114 µM), for the others: at the highest dose activity change, negative = inhibition, actives largely listed as inhibitors; hit rate 4.4% among 360,000; AID 504333, 2011; note: potency is the fitted concentration of half-maximal effect; % is set by controls: 0 for no effect and ±100 for the full control effect; nearly all actives have a fitted effect of over 60% in size
Target sequence (Q9UIF8 whole entry, looked up, the tested form may be a part): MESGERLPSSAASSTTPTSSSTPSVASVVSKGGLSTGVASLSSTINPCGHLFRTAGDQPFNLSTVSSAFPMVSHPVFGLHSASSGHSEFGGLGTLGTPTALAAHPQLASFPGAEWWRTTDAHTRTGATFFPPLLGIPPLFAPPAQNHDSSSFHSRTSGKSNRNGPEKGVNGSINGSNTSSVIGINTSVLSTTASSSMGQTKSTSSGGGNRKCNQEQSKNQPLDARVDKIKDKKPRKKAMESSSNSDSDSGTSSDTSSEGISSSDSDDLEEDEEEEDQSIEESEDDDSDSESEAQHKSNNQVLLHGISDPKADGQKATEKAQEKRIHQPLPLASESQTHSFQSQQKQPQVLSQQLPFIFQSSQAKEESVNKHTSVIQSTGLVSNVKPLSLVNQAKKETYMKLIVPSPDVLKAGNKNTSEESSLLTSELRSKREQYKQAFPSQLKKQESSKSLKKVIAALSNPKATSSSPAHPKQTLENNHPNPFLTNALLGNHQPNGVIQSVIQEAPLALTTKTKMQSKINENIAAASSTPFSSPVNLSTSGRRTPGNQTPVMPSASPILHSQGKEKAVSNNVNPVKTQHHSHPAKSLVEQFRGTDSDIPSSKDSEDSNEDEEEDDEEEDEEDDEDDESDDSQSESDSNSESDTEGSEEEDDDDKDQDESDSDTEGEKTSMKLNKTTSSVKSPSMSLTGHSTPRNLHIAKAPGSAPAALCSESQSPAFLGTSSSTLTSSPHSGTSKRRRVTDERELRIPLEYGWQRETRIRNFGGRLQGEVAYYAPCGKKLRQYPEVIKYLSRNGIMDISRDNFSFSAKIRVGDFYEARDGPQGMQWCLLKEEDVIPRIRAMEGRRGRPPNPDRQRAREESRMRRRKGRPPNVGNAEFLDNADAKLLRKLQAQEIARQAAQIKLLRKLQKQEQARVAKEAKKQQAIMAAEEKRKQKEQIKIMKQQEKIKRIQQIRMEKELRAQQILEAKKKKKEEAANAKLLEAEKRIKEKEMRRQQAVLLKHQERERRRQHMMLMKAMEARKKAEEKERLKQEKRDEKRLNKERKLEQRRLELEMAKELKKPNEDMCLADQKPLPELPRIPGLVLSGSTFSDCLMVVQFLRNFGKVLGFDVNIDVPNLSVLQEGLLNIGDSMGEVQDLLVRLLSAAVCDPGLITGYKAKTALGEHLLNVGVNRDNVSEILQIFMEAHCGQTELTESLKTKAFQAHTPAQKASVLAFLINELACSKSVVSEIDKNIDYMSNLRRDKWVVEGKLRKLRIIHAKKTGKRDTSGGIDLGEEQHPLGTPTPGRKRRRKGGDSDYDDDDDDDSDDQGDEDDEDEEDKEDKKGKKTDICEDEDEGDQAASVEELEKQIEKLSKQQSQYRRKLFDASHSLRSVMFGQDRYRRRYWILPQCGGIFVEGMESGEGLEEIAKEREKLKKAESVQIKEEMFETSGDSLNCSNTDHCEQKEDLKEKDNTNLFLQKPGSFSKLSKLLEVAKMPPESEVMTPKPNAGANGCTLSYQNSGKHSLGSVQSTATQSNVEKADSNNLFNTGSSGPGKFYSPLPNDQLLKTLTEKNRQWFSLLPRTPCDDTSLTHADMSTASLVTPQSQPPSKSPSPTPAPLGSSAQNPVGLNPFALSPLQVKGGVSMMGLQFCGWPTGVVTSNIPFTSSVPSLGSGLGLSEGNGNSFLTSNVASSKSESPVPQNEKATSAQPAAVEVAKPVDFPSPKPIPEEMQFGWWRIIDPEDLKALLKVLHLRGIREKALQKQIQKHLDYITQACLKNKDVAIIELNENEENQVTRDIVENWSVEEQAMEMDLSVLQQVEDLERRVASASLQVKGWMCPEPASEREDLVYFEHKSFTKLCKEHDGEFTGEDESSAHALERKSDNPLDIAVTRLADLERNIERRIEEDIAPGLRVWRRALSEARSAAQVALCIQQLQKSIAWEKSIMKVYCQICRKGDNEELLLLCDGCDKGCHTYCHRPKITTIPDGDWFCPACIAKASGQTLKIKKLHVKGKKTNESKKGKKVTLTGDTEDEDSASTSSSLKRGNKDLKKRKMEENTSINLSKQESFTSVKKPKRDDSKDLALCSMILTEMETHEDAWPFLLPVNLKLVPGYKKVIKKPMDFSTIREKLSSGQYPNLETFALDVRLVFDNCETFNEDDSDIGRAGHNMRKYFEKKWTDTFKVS
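AlphaScreen luminescence quantifies BAZ2B engagement of H3K14Ac peptide; the protein and biotinylated peptide are both at 50 nM final, buffer PBS pH 7.4 with 0.01% Tween-20, all steps at room temperature.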
PI4K2A inh = qHTS for small molecular inhibitors of PI4K2A; activity change, negative = inhibition, % at 76.9 µM; Phosphatidylinositol 4-kinase type 2-alpha (Homo sapiens), Q9BTU6; hit rate 0.13% among 420,000; purified PI4K2A, ADP-Glo luminescence, 1 h; hits give low values; in the data active = activity change below about -50%; inconclusive = mostly about -30% to -49%;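 note: -100% = wells without enzyme as full effect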
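In this quantitative HTS, ADP production by PI4K2A was quantified luminescently after 1 h at ambient temperature; 100 microM adenosine served as plate-quality control.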
HP1b binding inh = HTS for Inhibitors of HP1-beta Chromodomain Interactions with Methylated Histone Tails. Chromobox protein homolog 1 (Homo sapiens), P83916. AlphaScreen HP1-beta / biotin-H3K9me3 peptide binding. Potency, µM (series often up to 114 µM), for inactives: at the highest dose activity change, negative = inhibition, hits mostly inhibitors. hit rate 0.56% among 390,000. AID 540317, 2011; note: potency is the fitted concentration of half-maximal effect; nearly all actives have a fitted effect of over 70% in size; inactives centre near 23
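HP1-beta protein (50 nM final) preincubated 30 min at room temperature with biotinylated H3(1-18)K9me3 peptide (50 nM) in PBS pH 7.4, 0.01% Tween-20, then compound added for 30 min. AlphaScreen streptavidin donor/nickel chelate acceptor beads (10 ug/mL final), 30 min dark, luminescence read.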
JMJD2A Tudor inh = qHTS Assay for Inhibitors of JMJD2A-Tudor Domain | Potency, µM (highest dose often 114 µM), for the others: at the highest dose activity change, negative = inhibition, hits mostly inhibitors | AID 504339, 2011 | AlphaScreen JMJD2A-Tudor / H3K4me3 peptide binding | hit rate 4.4% among 390,000 | Lysine-specific demethylase 4A (Homo sapiens), O75164; note: potency is the fitted concentration of half-maximal effect; % is set by controls: 0 for no effect and ±100 for the full control effect; nearly all actives have a fitted effect of over 50% in size
G9a inh = qHTS Assay for Inhibitors of Histone Lysine Methyltransferase G9a. Histone-lysine N-methyltransferase EHMT2 (Homo sapiens), Q96KQ7. G9a H3K9 monomethylation, AlphaScreen, 2 h. Potency, µM (doses to about 102 µM), without a hit: top-dose activity, negative = inhibition, actives largely listed as inhibitors. hit rate 8.8% among 350,000; note: potency is the fitted concentration of half-maximal effect; % is set by controls: 0 for no effect and ±100 for the full control effect; nearly all actives have a fitted effect of over 75% in size
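AlphaScreen read-out: biotin-H3K9 peptide (500 nM) methylation by 20 nM enzyme with 20 uM SAM, 2 h at room temperature after 15 min compound preincubation; anti-monomethyl H3K9 antibody plus donor/acceptor beads, 10 min dark.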
PGK inhibitor = qHTS Assay to Find Inhibitors of Phosphoglycerate Kinase | AID 602233, 2012 | hit rate 0.043% among 380,000 | PGK/GAPDH coupled, Kinase-Glo luminescence, 60 min | Potency, µM (top dose mostly 57.5 µM), inactives show at the top dose activity change, negative = inhibition, usual class: inhibitors; note: potency is the fitted concentration of half-maximal effect; % is set by controls: 0 for no effect and ±100 for the full control effect; nearly all actives have a fitted effect of over 60% in size
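Recombinant glycosomal PGK reaction used 1,3-bisphosphoglycerate generated in-well by GAPDH (100nM final) in 100mM TEA pH 7.6, 5mM MgCl2, 0.01% Tween-20. After 60 minutes at room temperature, ATP was read by Kinase-Glo Plus luminescence end-point.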
Pin1 inhibitor = qHTS Assay to Find Inhibitors of Pin1 | Peptidyl-prolyl cis-trans isomerase NIMA-interacting 1 (Homo sapiens), Q13526 | Pin1 FP peptide displacement, HiFluor488, 10 min | Potency, µM (doses to about 115 µM), for the others: at the top dose activity, negative = inhibition, usual class: inhibitors | hit rate 0.009% among 390,000 | AID 504891, 2011; active = well fitted inhibition curve with a large enough effect in the polarisation, with a control signal flat, not every such curve was filed as active; inconclusive = small, poorly fitted or top-dose-only effect, or effect the other way, or a change in a side signal; inactive = no such curve, though single readings can be large or run the other way; the % refers to the polarisation; note: potency is the fitted concentration of half-maximal effect; % is set by controls: 0 for no effect and ±100 for the full control effect
GLS inhibitor = qHTS for Inhibitors of Glutaminase (GLS) | hit rate 0.21% among 410,000 | Glutaminase kidney isoform, mitochondrial (Homo sapiens), O94925 | Potency, µM (doses to about 45.5 µM), for the others: at the highest dose activity change, negative = inhibition, usual class: inhibitors | GLS enzymatic activity, qHTS titration | AID 624170, 2012; note: potency is the fitted concentration of half-maximal effect; % is set by controls: 0 for no effect and ±100 for the full control effect
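hKGA; 45 mM KH2PO4 pH 8.2 + 0.02% Tween-20; cpd via pin tool; 1 mM Gln soln; GluOx/HRP/Amplex Red; RT 30 min; fluor. t0 & final.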
Pol eta inh = qHTS for Inhibitors of Polymerase Eta | AID 588591, 2011 | DNA polymerase eta (Homo sapiens), Q9Y253 | Potency, µM (series often up to 114 µM), for the others: at the highest dose activity change, negative = inhibition, most hits filed as inhibitors | recombinant Pol eta, fluorescent DNA replication assay | hit rate 1.2% among 390,000; note: potency is the fitted concentration of half-maximal effect; % is set by controls: 0 for no effect and ±100 for the full control effect
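Fluorescent replication assay: 50 nM final substrate added after a 15 min room-temperature compound preincubation with 10 nM enzyme. Signal taken at 0 min and again at 10 min.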
* hit, by the source's call; i = inactive; ? = inconclusive; / = not tested or not shown; & = joins results of further samples; [ ] = another dose, or the depositor's remark. Unless noted, calls come from the whole dose curve; as a rule, active = well fitted curve in the direction sought with a large enough effect; inconclusive = small, poorly fitted or top-dose-only effect, or another doubt; inactive = no such curve, though single readings can be large; an effect the other way counts as inactive or inconclusive. This is a subset; rates above refer to the full screens.

Start of the data: the first two compounds, ahead of the listing:
nr | BAZ2B inh | PI4K2A inh | HP1b binding inh | JMJD2A Tudor inh | G9a inh | PGK inhibitor | Pin1 inhibitor | GLS inhibitor | Pol eta inh | Compound
1 | 0% | -3 | 6% | -4% | ? | -6% | -18% | -11% | -11% | O=C(CSc1nnc(Cc2cc(=O)[nH]c(=O)[nH]2)n1-c1ccc(Cl)cc1)NCC1CCCO1 (stereo not given)
2 | ? | 1 | 22% | -9% | -8% | -3% | -6% | -3% | -15% | O=S(=O)(Nc1ccncc1Cl)c1ccccc1

The whole of this part (from the top)
nr | BAZ2B inh | PI4K2A inh | HP1b binding inh | JMJD2A Tudor inh | G9a inh | PGK inhibitor | Pin1 inhibitor | GLS inhibitor | Pol eta inh | Compound
1 | 0% | -3 | 6% | -4% | ? | -6% | -18% | -11% | -11% | O=C(CSc1nnc(Cc2cc(=O)[nH]c(=O)[nH]2)n1-c1ccc(Cl)cc1)NCC1CCCO1 (stereo not given)
2 | ? | 1 | 22% | -9% | -8% | -3% | -6% | -3% | -15% | O=S(=O)(Nc1ccncc1Cl)c1ccccc1
3 | -10% | 4 | 15% | -9% | -1% | 0% | 4% | 2% | 4% | CCOC(=O)N1CCC(NC(=O)c2cccs2)CC1
4 | 1% | -1 | 66%[activator] | -7% | 5%[59 µM] | -3% | 7% | -9% | -17% | COc1ccc(CCNc2nc(-c3ccc(OC)c(OC)c3)cc(C(F)(F)F)n2)cc1OC
5 | -10% | -9 | 56%[activator] | -6% | 5% | -9% | -6% | 0% | -3% | COc1ccccc1NC(=O)COc1cc(Br)c(CNCCCN2CCOCC2)cc1OC
6 | -20% | 2 | 12% | -9% | ? | -2% | -7% | 4% | -10% | Cn1nnnc1SCC(=O)NCC(=O)c1ccccc1
7 | -14% | 3 | 59%[activator] | -5% | -1% | -8% | -2% | -13% | -14% | Cc1[nH]c(C)c(S(=O)(=O)NCc2ccco2)c1C(=O)N1CCCCC1
8 | ? | 8 | ? | 10µM* | / | 8% | -2% | 1% | -17% | CCOC(=O)C1CCCCN1Cc1cccc(OCc2ccccc2)c1 (stereo not given)
9 | -20% | -4 | 13%[57 µM] | -9% | 6% | -6% | -2% | -5% | 9% | COC(=O)c1ccc2nc(NC(=O)C3CC3)sc2c1
10 | 3% | 2 | 49% | 1% | ? | 4% | -1% | 3% | -10% | CC(=O)Nc1ccc(Nc2ncnc(N)c2[N+](=O)[O-])cc1
11 | 1% | 1 | 12% | -24% | -36%[59 µM] | -2% | 2% | 5% | -7% | Cc1ccc(C)c(N2CCN(S(=O)(=O)c3ccc4[nH]c(=O)c(=O)[nH]c4c3)CC2)c1
12 | / | -1 | / | / | / | -2% | / | 0% | -19% | C[C@H](CO)N1C[C@H](C)[C@H](CN(C)Cc2ccncc2)Oc2ncc(Br)cc2C1=O
13 | 0% | -4 | -8% | -9% | ? | 3% | 6% | 11% | -9% | O=C(O)c1ccc(NC(=S)Nc2ccccc2)cc1
14 | 2% | -7 | 3% | -25% | -26%[12.7 µM] | -2% | 2% | 0% | 5% | COc1ccccc1OCC(O)Cn1c(=N)n(Cc2ccccc2)c2ccccc21 (stereo not given)
15 | -12% | 9 | 27% | -13% | 40µM* | -2% | 0% | -9% | 3% | CCc1ccc2[nH]c(C(=O)N(C)c3ccc(F)cc3F)cc2c1
16 | 6% | 2 | 12% | -20% | -1%[59 µM] | -7% | -2% | -3% | 8% | Cc1ccc(C(C(=O)NC2CCCC2)N(C(=O)CNC(=O)c2cccs2)c2cccnc2)o1 (stereo not given)
17 | -33% | -1 | 3% | ? | ? | -1% | 4% | ? | -23% | CCN(CC)c1ccc(/C=N/NC(=O)c2ccc3nc[nH]c3c2)c(O)c1
18 | -34% | 1 | 19% | -1% | 3% | -2% | -2% | -2% | -21% | CCOC(=O)C1C(c2ccccc2)C(C(=O)OCC)S(=O)(=O)C(CCN(CC)CC)S1(=O)=O (stereo not given)
19 | -3% | 2 | 7% | -16% | 13%[59 µM] | -1% | 1% | -2% | -15% | C=Cc1ccc(CN2C(=O)N(c3cccc(Cl)c3)S(=O)(=O)c3ccccc32)cc1
20 | 25µM* | 1 | -22%[57 µM] | 28µM* | ? | 9% | 13% | 3% | -8% | Cc1oc(-c2ccc(C(=O)N(C)Cc3ccccc3)cc2)nc1CN1CCc2ccccc21
21 | 8% | -1 | ? | -28% | ? | 20% | 17% | -2% | -5% | CC(C)OC(=O)c1c(NC(=O)CCn2nnc3ccccc32)sc2c1CCCC2
22 | 10% | 0 | 11% | -12% | ? | 6% | 7% | 12% | -8% | Cc1cccc(OCCCC(=O)NNC(=O)c2ccncc2)c1
23 | / | -1 | 13% | -28% | / | 2% | 7% | 14% | -14% | COc1cccc(-c2cc(C(=O)Nc3ccc(N(C)C(C)=O)cc3)c3cc(Br)ccc3n2)c1
24 | -3% | -5 | -52% | -10% | ? | i | 24% | -10% | -5% | COc1ccc(C(=O)Nc2ccc(-c3ccc(C)o3)cc2)cc1S(=O)(=O)N1CCOCC1
25 | -26% | 3 | 19%[57 µM] | -15% | -4%[59 µM] | 3% | -1% | 13% | 0% | COC(=O)c1nn(-c2nc(-c3ccc(OC)c(OC)c3)cc(C(F)(F)F)n2)cc1[N+](=O)[O-]

Results in Pin1 inhibitor, for 3 of the compounds above:
nr	SMILES	Pin1 inhibitor
22	Cc1cccc(OCCCC(=O)NNC(=O)c2ccncc2)c1	7%
23	COc1cccc(-c2cc(C(=O)Nc3ccc(N(C)C(C)=O)cc3)c3cc(Br)ccc3n2)c1	7%
24	COc1ccc(C(=O)Nc2ccc(-c3ccc(C)o3)cc2)cc1S(=O)(=O)N1CCOCC1	24%

Additional records follow.
nr | BAZ2B inh | PI4K2A inh | HP1b binding inh | JMJD2A Tudor inh | G9a inh | PGK inhibitor | Pin1 inhibitor | GLS inhibitor | Pol eta inh | Compound
26 | 9% | 5 | 38% | 1% | -9% | -4% | -4% | 0% | -16% | CCn1cc(SCC(=O)Nc2cc(C)on2)c2ccccc21
27 | -14% | -4 | 24% | -7% | ? | 12% | -5% | 2% | -21% | COc1cc(-c2cc(=O)c3c(O)c(OC)c(OC)c(OC)c3o2)cc(OC)c1OC
28 | -17% | 7 | 45%[activator] | 7% | 3%[59 µM] | -2% | 10% | -7% | -15% | COc1ccccc1S(=O)(=O)Cc1ccc(C(=O)NCc2ccc(Cl)cc2)o1
29 | -1% | -4 | 22% | -13% | 41% | -2% | -7% | -2% | -2% | O=C(c1cnn2c(C(F)(F)F)cc(-c3cccs3)nc12)N1CCCC1
30 | -4% | -2 | 11% | -11% | 18%[59 µM] | -8% | 1% | 2% | -15% | CCS(=O)(=O)C(=C1Nc2ccccc2N1)S(=O)(=O)CC
31 | 5% | -1 | 15% | -25% | / | 2% | ? | 10% | -5% | Cc1oc2cc3oc(=O)c(CC(=O)NCC(=O)N[C@@H](C(=O)O)c4ccccc4)c(C)c3cc2c1C
32 | -8% | -1 | 23% | -21% | 17% | -2% | -5% | 1% | -21% | Cn1c(=O)c2c(nc(SCC(=O)c3ccc(F)cc3)n2C)n(C)c1=O
33 | -5% | -23 | 16% | ? | ? | -1% | 23% | -7% | -12% | Cc1cc(NC(=S)NC(=O)c2ccco2)c2ccccc2n1
34 | -23% | -2 | 46%[activator] | 14% | ? | 7% | -3% | 0% | -20% | CC(=O)Nc1ccc(S(=O)(=O)NC(C)(C#N)C2CC2)cc1 (stereo not given)
35 | 0% | 2 | 50%[activator] | 3% | 20% | -4% | 2% | -1% | -10% | O=C(COC(=O)c1ccc(Br)cc1)NC1CCCC1
36 | / | -2 | 29% | -8% | / | -2% | -1% | 1% | -6% | CCCCCCCCCC(=O)N[C@@H]1c2cc(OC)c(OC)cc2C[C@H]1OCc1ccccc1
37 | 34%[activator] | -6 | 83%[activator] | 43%[activator] | 4% | 10% | 8% | 6% | -14% | CC(C)c1ccc(N=Cc2c(O)c3ccccc3oc2=O)cc1
38 | -20% | 1 | 21% | -27% | ? | -6% | 48%[activator] | -10% | -24% | COc1cc(NC(=O)Cn2cc(S(=O)(=O)N3CCC(C)CC3)c3ccccc3c2=O)cc(OC)c1OC
39 | -4% | -1 | 28% | -3% | -31%[59 µM] | i | -8% | -10% | -15% | CCCCN(C(=O)c1cccc(S(=O)(=O)N2CCN(C)CC2)c1)c1c(N)n(CCCC)c(=O)[nH]c1=O
40 | 20% | 2 | 36% | -14% | 14% | -3% | 0% | 11% | 4% | Cc1ccc(OCC(=O)Nc2nnn(C)n2)c(C)c1
41 | ? | -1 | 10% | -28% | -24% | 7% | 9% | 2% | -15% | COc1ccc(S(=O)(=O)N2CCOCC2)cc1NC(=O)CCc1c[nH]c2ccccc12
42 | -3% | -1 | 27% | -4% | ? | 4% | -2% | 3% | -22% | Cc1cc(S(=O)(=O)NCCCN2CCOCC2)c(C)cc1Cl
43 | -5% | 1&-7 | 30%&17% | -18%&-10% | -14% | -10%&3% | 3%&-2% | -1%&3% | -10%&-13% | CCN(C(=O)c1cc(S(=O)(=O)N2CCCCC2)c[nH]1)c1ccc(OC)cc1

Assay outcomes from PubChem BioAssay.
